PGK inhibitor: inhibitors of T. brucei phosphoglycerate kinase; PGK/GAPDH coupled, Kinase-Glo luminescence, 60 min; P07378; 380,000 tested, 0.043% active; Potency, µM (doses to about 57.5 µM), without a hit: top-dose activity change, negative = inhibition, usual class: inhibitors; AID 602233; note: potency is the fitted concentration of half-maximal effect; % is set by controls: 0 for no effect and ±100 for the full control effect; nearly all actives have a fitted effect of over 60% in size
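Luminescent ATP detection (Kinase-Glo Plus) follows a 60-minute room-temperature incubation, with wells lacking PGK as controls. Buffer: 100 mM TEA (pH 7.6), 5 mM MgCl2, 0.01% Tween-20. Coupling enzyme GAPDH (100 nM final) supplies unstable 1,3-BPG in-well.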
USP1-UAF1 inh: blocks the human USP1/UAF1 deubiquitinase complex. O94782. recombinant USP1/UAF1, Ub-Rhodamine cleavage fluorescence. Potency, µM (titrated, usually from 57.1 µM), for inactives: at the top dose activity change, negative = inhibition, most hits filed as inhibitors. 390,000 tested, 0.23% active. AID 743255; note: potency is the fitted concentration of half-maximal effect; % is set by controls: 0 for no effect and ±100 for the full control effect; nearly all actives have a fitted effect of over 60% in size; inactives centre near -12
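USP1/UAF1 complex (1 nM) preincubated 15 min at room temperature with compound, then Ub-Rho substrate (150 nM final) added. Kinetic fluorescence at 480/540 nm over 6 reads at 60 s intervals; 50 mM HEPES pH 7.8, 0.5 mM EDTA, 0.1 mg/ml BSA, 1 mM TCEP, 0.01% Tween-20.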
mIDH1 inhibitor: human IDH1 R132H inhibition; O75874; IDH1-R132H enzyme, NADPH consumption, diaphorase/resazurin fluorescence; Potency, µM (series often up to 76.6 µM), inactives show at the top dose activity change, negative = inhibition, actives largely listed as inhibitors; 390,000 tested, 0.093% active; AID 602179; note: potency is the fitted concentration of half-maximal effect; % is set by controls: 0 for no effect and ±100 for the full control effect; nearly all actives have a fitted effect of over 65% in size
Target sequence (O75874 whole entry R132H, stated change not applied): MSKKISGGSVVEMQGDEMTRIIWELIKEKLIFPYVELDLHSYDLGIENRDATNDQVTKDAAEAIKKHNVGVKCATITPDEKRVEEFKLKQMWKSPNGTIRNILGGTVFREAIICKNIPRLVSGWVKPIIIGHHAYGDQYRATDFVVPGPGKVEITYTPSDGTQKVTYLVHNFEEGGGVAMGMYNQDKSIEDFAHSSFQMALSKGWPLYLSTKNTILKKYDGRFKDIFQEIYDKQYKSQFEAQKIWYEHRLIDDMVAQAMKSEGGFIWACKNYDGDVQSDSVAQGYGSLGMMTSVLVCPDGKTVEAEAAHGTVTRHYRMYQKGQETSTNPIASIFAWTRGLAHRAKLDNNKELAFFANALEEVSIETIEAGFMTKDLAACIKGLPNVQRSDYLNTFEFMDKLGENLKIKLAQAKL
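IDH1-R132H (0.5 ug/mL dispensed) in pH 7.5 Tris buffer was preincubated 30 min with compound, then given a substrate mix of 0.016 mM NADPH and 2 mM alpha-KG for 80 min at room temperature; remaining NADPH was read by diaphorase/resazurin fluorescence.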
GLS inh: glutaminase GLS (human) inhibition | O94925 | GLS enzymatic activity, qHTS titration | Potency, µM (highest dose often 45.5 µM), without a hit: at the top dose activity change, negative = inhibition, hits mostly inhibitors | 410,000 tested, 0.21% active | AID 624170; note: potency is the fitted concentration of half-maximal effect; % is set by controls: 0 for no effect and ±100 for the full control effect
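Human kidney-isoform GLS in 45 mM KH2PO4 pH 8.2, 0.02% Tween-20, with compound, started with 1mM L-Glutamine (added stock). Glutamate oxidase/HRP/Amplex red coupled fluorescence read at start and after 30 min at RT.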
PI4K2A inh: blocks human PI4K2A kinase activity; activity change, negative = inhibition, % at 76.9 µM; 420,000 tested, 0.13% active; Q9BTU6; purified PI4K2A, ADP-Glo luminescence, 1 h; hits give low values; in the data active = activity change below about -50%; inconclusive = mostly about -30% to -49%;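 note: -100% = wells without enzyme as full effect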
Target sequence (Q9BTU6 whole entry, looked up): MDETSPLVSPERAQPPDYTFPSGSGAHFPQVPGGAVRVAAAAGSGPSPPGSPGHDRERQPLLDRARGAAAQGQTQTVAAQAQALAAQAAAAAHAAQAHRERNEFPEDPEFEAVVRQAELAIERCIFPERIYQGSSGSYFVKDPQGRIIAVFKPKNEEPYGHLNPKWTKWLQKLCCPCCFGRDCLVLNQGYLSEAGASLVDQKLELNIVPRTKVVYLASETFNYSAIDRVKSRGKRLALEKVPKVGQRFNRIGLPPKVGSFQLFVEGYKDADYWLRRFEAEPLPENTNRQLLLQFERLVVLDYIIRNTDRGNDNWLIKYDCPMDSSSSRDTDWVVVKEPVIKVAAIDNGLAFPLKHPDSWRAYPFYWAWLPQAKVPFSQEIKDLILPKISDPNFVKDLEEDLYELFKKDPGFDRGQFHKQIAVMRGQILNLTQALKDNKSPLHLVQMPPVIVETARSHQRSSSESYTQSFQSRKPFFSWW
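Compounds are screened against recombinant PI4K2A using PI as substrate and ATP, the latter dispensed at 300 microM. Reactions run one hour at ambient temperature before ADP-Glo detection; full inhibition defined by wells lacking enzyme.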
Pin1 inhibitor: inhibitors of human Pin1. Q13526. Pin1 FP peptide displacement, HiFluor488, 10 min. Potency, µM (top dose mostly 115 µM), for inactives: at the top dose activity, negative = inhibition, hits mostly inhibitors. 390,000 tested, 0.009% active. AID 504891; active = well fitted inhibition curve with a large enough effect in the polarisation, with a control signal flat, not every such curve was filed as active; inconclusive = small, poorly fitted or top-dose-only effect, or effect the other way, or a change in a side signal; inactive = no such curve, though single readings can be large or run the other way; the % refers to the polarisation; note: potency is the fitted concentration of half-maximal effect; % is set by controls: 0 for no effect and ±100 for the full control effect
Target sequence (Q13526 whole entry, looked up): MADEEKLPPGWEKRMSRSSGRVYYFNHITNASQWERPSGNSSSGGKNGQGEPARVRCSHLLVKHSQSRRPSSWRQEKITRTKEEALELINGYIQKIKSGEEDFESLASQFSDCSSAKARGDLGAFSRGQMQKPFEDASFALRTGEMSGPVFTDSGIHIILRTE
TrxR1 inh: rat TrxR1 inhibition | Potency, µM (top dose mostly 114 µM), inactives show top-dose activity change, negative = inhibition, most hits filed as inhibitors | 390,000 tested, 1% active | recombinant rTrxR1, NADPH fluorescence consumption, selenite substrate; note: potency is the fitted concentration of half-maximal effect; % is set by controls: 0 for no effect and ±100 for the full control effect; nearly all actives have a fitted effect of over 65% in size
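Rat TrxR1 (90 nM in the dispensed reagent) was pre-reduced with 400 uM NADPH for 5 min at room temperature, then incubated with compound for 15 min. After 400 uM selenite was added, NADPH fluorescence (Ex 340/Em 450 nm) was followed for 8 min.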
TrxR1 substrate: rat thioredoxin reductase 1 substrate activity. purified TrxR1 substrate turnover, NADPH consumption readout. 390,000 tested, 0.01% active. Potency, µM (top dose mostly 114 µM), without a hit: top-dose activity change, negative = substrate turnover. O89049; note: potency is the fitted concentration of half-maximal effect; % is set by controls: 0 for no effect and ±100 for the full control effect; nearly all actives have a fitted effect of over 50% in size
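Rat TrxR1, dispensed at 90 nM, was prereduced with 400 uM NADPH (final) for 5 min at ~22 deg C, then incubated with compound 15 min before 400 uM selenite. A first-read NADPH fluorescence drop versus no-compound background flagged substrates.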
HP1b chromo inh: HP1-beta chromodomain-methylated histone interaction inhibition; AlphaScreen HP1-beta / biotin-H3K9me3 peptide binding; P83916; Potency, µM (series often up to 114 µM), inactives show top-dose activity change, negative = inhibition, usual class: inhibitors; 390,000 tested, 0.56% active; AID 540317; note: potency is the fitted concentration of half-maximal effect; nearly all actives have a fitted effect of over 70% in size; inactives centre near 23
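Compound inhibition of the preformed complex between 50 nM HP1-beta and 50 nM biotinylated H3K9me3 peptide was read by AlphaScreen. Buffer was PBS pH 7.4 with 0.01% Tween-20. Incubations ran 30 min at room temperature, with 10 ug/mL donor/acceptor beads.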
An asterisk follows results filed as active; i = inactive; ? = inconclusive; nt = not tested or not shown; & = joins results of further samples; [ ] = dose if it differs, or a comment. Unless noted, calls come from the whole dose curve; as a rule, active = well fitted curve in the direction sought with a large enough effect; inconclusive = small, poorly fitted or top-dose-only effect, or another doubt; inactive = no such curve, though single readings can be large; an effect the other way counts as inactive or inconclusive. This is a subset; the hit share may differ from the screen's.

SMILES	PGK inhibitor	USP1-UAF1 inh	mIDH1 inhibitor	GLS inh	PI4K2A inh	Pin1 inhibitor	TrxR1 inh	TrxR1 substrate	HP1b chromo inh
COc1ccc(-c2noc(CC(=O)Nc3ccc(C)c(F)c3)n2)cc1	-9%	0%	4%	-3%	-2	8%	17%	-1%	38%
O=C(NC1CCCCCC1)C1CCN(S(=O)(=O)c2cccc3cccnc23)CC1	7%	-3%	-2%	-3%	-1	-4%	-34%	-20%	28%
O=C(N[C@H]1C/C=C\C[C@@H](CC(=O)N(CCO)Cc2ccccc2)C(=O)NC[C@H](c2ccccc2)OC1=O)OCC1c2ccccc2-c2ccccc21	4%	-8%	-3%	6%	-2	-3%	-10%	8%[57.1 µM]	23%
CCOc1ccccc1NC(=O)CCS(=O)(=O)c1ccc(Br)cc1	?	-22%	0%	-34%	6	?	6%[57.1 µM]	3%[57.1 µM]	35µM*
COc1ccc(NC(=O)C2CCCN(S(=O)(=O)c3c(C)[nH]c(=O)[nH]c3=O)C2)cc1OC (centres undefined)	-7%	-12%&-7%	8%&15%	11%&1%	-8&-4	3%&1%	28%[57.1 µM]	10%[57.1 µM]	-17%&29%
O=C(Nc1ccc(F)cc1)C1CCCN(C2=NS(=O)(=O)c3ccccc32)C1 (centres undefined)	-6%	-19%	18%	1%	-4	-1%	6%	3%	40%[activator]
COc1ccc(N2CCCC2)c(NC(=O)c2ccc(Br)o2)c1	i	-26%	10%	?	1	5%	-21%	3%	?
COc1ccc2c(c1)C(C)=CC(C)(C)N2S(=O)(=O)c1ccc(C)cc1	-8%	-20%	0%	-6%	-2	0%	24%[57.1 µM]	6%[57.1 µM]	9%
Cc1n[nH]c(C)c1N1C(=O)c2cccc3c(N4CCCCCC4)ccc(c23)C1=O	i	25µM*	1%	15%	5	?	-22%	-13%	42%[activator]
COCc1cc(=O)[nH]c(SCCS(=O)(=O)c2ccc(Cl)cc2Cl)n1	i	?	2%	1%	0	1%	1.3µM*	6%	69%[activator]
COc1cc2c(cc1NC(=O)COC(=O)CNS(=O)(=O)c1ccc(C)cc1)oc1ccccc12	i	-8%	5%	-18%	5	20%	9%	3%[11.4 µM]	35%
CCN(CC)C(=O)c1sc(NC(=O)c2cccnc2)c(C(=O)OC)c1C	1%	-16%	2%	-2%	-2	1%	-14%	-12%	39%[activator]
CCOC(=O)N1CCN(C(=O)c2ccc(NC(=O)c3ccc(C)cc3)cc2)CC1	10%	-7%	4%	20%	13	-2%	10%[57.1 µM]	8%[57.1 µM]	31%
Cc1ccc(S(=O)(=O)N2CCN(C(=O)COC(=O)CCOc3ccccc3C)CC2)c(C)c1	-5%	-19%	2%	4%	0	4%	-2%	-5%	-1%
O=C(O)C1CC(O)CN1S(=O)(=O)c1cccs1 (centres undefined)	0%	4%	0%	2%	0	-4%	23%	8%	17%
CC(C)=NOC(=O)c1ccc(-c2ccccc2)cc1	-4%	-21%	4%	-4%	-14	2%	7%	5%	2%
N#CNC(=Nc1ccccc1F)SCc1ccc(C(=O)O)cc1	-9%	-14%	0%	1%	0	-3%	13%	7%	40%[activator]
CCCCC(OC(=O)c1cc2occc2n1C)C(=O)NCC1CCCO1 (centres undefined)	i	-7%	0%	-5%	-2	1%	-8%	1%	4%
CCOC(=O)CSc1nnnn1-c1cc(OC)ccc1OC	-5%	-7%	5%	9%	5	0%	17%	10%	9%
Cc1n[nH]c(=O)nc1NCc1ccco1	2%	-1%	-3%	5%	-1	-12%	18%	10%	15%
O=C(NCc1ccc2c(c1)OCO2)c1ccc(Br)o1	4%	-21%	2%	-1%	-1	0%	10%	4%	23%
CCN(CC)CCCNC(=O)c1cc(Sc2nnc(C)s2)nc2ccccc12	-10%	-6%	-1%	11%	-8	7%	-13%	-4%	13%
O=c1[nH]c2ccc(S(=O)(=O)N3CCN(c4ccccc4)CC3)cc2[nH]c1=O	nt	-4%	-2%	0%	-3	-9%	25%	13%	12%
COc1cc2ccccc2cc1C(=O)Nc1ccc(CN2CCOCC2)cc1	1%	-24%	2%	-10%	0	2%	25%[57.1 µM]	8%[57.1 µM]	-6%
NC(=O)c1ccc(C(F)(F)F)n(Cc2ccccc2Cl)c1=O	-5%	-22%	1%	0%	1	-1%	-1%	-6%	32%[activator]
c1ccc(Cc2nc3ccccc3o2)cc1	nt	-9%	3%	0%	-11	0%	4%	-6%	50%[activator]
CCCn1c2ccccc2c2cnn(CC(=O)N(Cc3ccccc3)C(C)C)c(=O)c21	-3%	-20%	8%	2%	-4	?	6%	-1%	23%
O=C(C[C@H]1C/C=C\CC[C@@H](Cc2ccc(F)cc2)C(=O)OC[C@H]2CCCN2C1=O)NCCO	i	-18%	-7%	-1%	-3	-3%	29%	2%	43%[activator]
Cc1nc([N+](=O)[O-])c(NCCCO)n1Cc1ccccc1	-10%	?	6%	2%	-1	-13%	12%[57.1 µM]	-1%[57.1 µM]	28%
CCC(CC)C(=O)Nc1nnc(S(=O)(=O)N2CCc3ccccc32)s1	-5%&4%	-12%&-11%	6%&4%	7%&0%	-1&4	1%&-2%	3%&11%	4%&1%	20%&-14%
COc1cc(CNCCNC(=O)c2nonc2N)ccc1OCc1ccc(Cl)nc1	6%	-19%	-6%	22%	2	0%	8%	5%	9%
Cc1ccsc1C(=O)N1CCCC(CO)(Cc2ccccc2F)C1 (centres undefined)	-3%	-16%	5%	-2%	-1	2%	-9%	2%	26%[57 µM]
COc1ccc(-c2nnn(CC(=O)NCCc3c[nH]c4ccccc34)n2)cc1OC	-4%	-19%	-2%	4%	-2	2%	?	0%	-7%
CCOC(=O)c1c(C)[nH]c(C)c1S(=O)(=O)N1CCCC(C(=O)N2CCN(c3ccccc3)CC2)C1 (centres undefined)	-9%	?	9%	66%[activator]	0	-3%	16%[57.1 µM]	3%[57.1 µM]	19%
CCOc1ccc(N=CC2=C(O)CC(c3ccco3)CC2=O)cc1 (centres undefined)	1%	-20%	-1%	2%	-1	-3%	10%	5%	0%
C[C@H](O)C#Cc1ccc2c(c1)O[C@@H](CN(C)Cc1ccc(-c3ccccc3)cc1)[C@H](C)CN([C@@H](C)CO)S2(=O)=O	i	-24%	8%	-6%	-7	nt	nt	nt	nt
Cc1ccc(CNC(=O)Cn2c(=O)cc(C(F)(F)F)c3c(C)nn(C)c32)cc1	-6%	-24%	8%	-5%	4	-1%	17%[57.1 µM]	9%[57.1 µM]	-20%
CCC(C(=O)NC1CCCC1)n1nc(C)n2c(cc3occc32)c1=O (centres undefined)	8%	-25%	-7%	-4%	-3	-6%	20%	-1%	39%
CCOc1cc(/C=N/Nc2cccc(C(=O)O)c2)ccc1OC(=O)c1ccccc1	-13%	-24%	-4%	24%	-1	nt	-4%[57.1 µM]	-4%[57.1 µM]	?
O=C(CN1CCN(c2nc(-c3ccccc3)cs2)CC1)NCc1ccc2c(c1)OCO2	-3%	-11%	5%	0%	2	15%	7%	-11%	?
Cc1ccc(S(=O)(=O)c2nc(-c3ccc(F)cc3)oc2SCC(=O)NC2CCCCC2)cc1	-6%	-11%	2%	5%	-2	1%	7%	6%	52%[activator]
CC(C)c1ccc(NC(=O)C2CCCN(S(=O)(=O)c3cccnc3)C2)cc1 (centres undefined)	-1%	-13%	0%	-1%	1	3%	12%	7%	62%[activator]
CC1(C)CC(=O)C=C(c2cccc(OC(=O)c3ccc(Br)cc3)c2)C1=O	4%	-28%	-7%	1%	-2	nt	nt	nt	nt
COc1cc([N+](=O)[O-])ccc1NC(=O)NNC(=O)C(C)Oc1ccc(F)cc1F (centres undefined)	i	-5%	6%	27%	3	-1%	-11%	-14%	15%
COc1ccccc1CN1CC(C(=O)N(C)Cc2[nH]c3ccccc3c2C)CCC1=O (centres undefined)	-8%	-18%	9%	-9%	5	-8%	-15%	-7%	-4%
COc1ccc(C(=O)OCC(=O)NC(C)(C)C)cc1[N+](=O)[O-]	1%	-2%	3%	7%	3	-5%	-10%	-2%	36%
Cc1ccc(NC(=O)/C=C/c2ccc([N+](=O)[O-])s2)cc1	4%	-4%	-5%	1%	-2	-19%	21%	14%	-4%
Nc1cc(N)nc(SCC(=O)NC(=O)NC2CCCC2)n1	6%	-5%	-2%	4%	22	4%	19%	6%	20%
Cc1cc(C)c2cc(C#N)c(SCC(=O)Nc3ccc4c(c3)OCO4)nc2c1	-9%	-25%	-6%	7%	-2	1%	17%	8%	54%[activator]
O=C(c1[nH]c2ccccc2c1Sc1ccc(Cl)cc1)N1CCCCC1	4%	-21%	-13%	15%	1	1%	9%	-4%	22%
S=c1oc(-c2ccncc2)nn1CCc1ccncc1	10%	-22%	1%	0%	2	3%	-19%[57.1 µM]	2%[57.1 µM]	40%[activator]

Screening data from PubChem BioAssay.
